S1P2 antag = human S1P2 receptor antagonists, primary screen, cell-based. AID 736, 2007. cell-based S1P2 antagonist assay, inhibition at 5 uM. hit rate 0.21% among 97,000. inhibition, % at 5 µM. Sphingosine 1-phosphate receptor 2 (Homo sapiens), O95136; in the data active = inhibition above about 45%;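 also: CRE beta-lactamase reporter cells expressing human S1P2 stimulated with S1P; 0% = agonist at EC80 alone and 100% = agonist plus reference antagonist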
S1P2 agonist = S1P2 receptor agonists, primary screen, cell-based; hit rate 0.46% among 97,000; S1P2-expressing cell line, agonist reporter read-out; AID 729, 2007; activation, % at 4.5 µM; in the data active = activation above about 16%;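 also: 0% = vehicle low control and 100% = maximal reference agonist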
Fibroblast inh = antiproliferative effect on LL 47 fibroblasts – human, LL 47 cells, CellTiter-Glo luminescence, primary screen. LL 47 human lung fibroblast viability, ATP luminescence; hits give low values. viability, % at 10 µM. hit rate 1.1% among 85,000. AID 719, 2007;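 active = viability at or below 50% in the single dose screen; inactive = viability above 50%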;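 also: compound exposure lasted 72 h before the ATP readout; 100% = median luminescence of untreated cell-only wells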
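Times – overnight cell rest, 72 h compound treatment at 37 °C · Test system – human lung fibroblast line LL 47, low passage · Amount – 1,150 cells in each well · Controls – cell-only wells, no compound · Doses – 0.1% DMSO in all compound wells · Measured by – CellTiter-Glo luminescence · Buffer or medium – IMEM plus 15% FBS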
PTPN22 act = LYP phosphatase activators, primary screen, biochemical, DiFMUP fluorescence, 2 µM | Tyrosine-protein phosphatase non-receptor type 22 (Homo sapiens), Q9Y2R2 | recombinant LYP; 0 = plate median, 100 = signal doubled | activation, % at 2 µM | hit rate 0.11% among 96,000 | AID 697, 2007;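 active = activation at 2 µM above a set limit, the mean plus 5 SD, cut at about 37% in these data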
Target sequence (Q9Y2R2 whole entry, looked up): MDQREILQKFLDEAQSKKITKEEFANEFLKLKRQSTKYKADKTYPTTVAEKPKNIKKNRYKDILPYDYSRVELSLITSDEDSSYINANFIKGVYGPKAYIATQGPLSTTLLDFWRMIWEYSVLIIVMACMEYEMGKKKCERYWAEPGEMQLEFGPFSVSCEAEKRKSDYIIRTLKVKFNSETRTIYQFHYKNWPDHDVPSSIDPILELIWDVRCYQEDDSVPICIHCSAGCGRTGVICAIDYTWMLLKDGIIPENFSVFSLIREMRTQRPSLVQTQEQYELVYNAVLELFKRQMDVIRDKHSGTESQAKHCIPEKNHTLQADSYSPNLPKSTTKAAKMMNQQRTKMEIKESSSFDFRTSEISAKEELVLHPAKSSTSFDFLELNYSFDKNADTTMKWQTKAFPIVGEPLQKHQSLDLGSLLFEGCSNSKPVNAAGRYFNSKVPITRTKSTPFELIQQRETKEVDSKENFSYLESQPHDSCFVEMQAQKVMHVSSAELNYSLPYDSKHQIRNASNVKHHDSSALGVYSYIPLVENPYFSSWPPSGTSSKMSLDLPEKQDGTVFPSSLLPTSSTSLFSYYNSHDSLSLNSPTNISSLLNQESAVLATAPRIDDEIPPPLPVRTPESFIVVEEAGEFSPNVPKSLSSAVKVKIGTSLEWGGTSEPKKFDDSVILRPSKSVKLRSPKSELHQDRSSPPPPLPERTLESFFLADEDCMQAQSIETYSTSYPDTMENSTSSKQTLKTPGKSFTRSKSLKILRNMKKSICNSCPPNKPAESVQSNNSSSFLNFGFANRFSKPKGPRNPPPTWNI
H69AR growth 86K = proliferation blockers of H69AR lung cancer cells, primary screen, cell-based, human, 86K library; hit rate 6% among 85,000; viability, % at 10 µM; AID 598, 2007; H69AR lung tumor viability, ATP luminescence, 72 h; hits give low values;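 active = viability at or below 40%; inactive = viability above 40%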;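 also: multidrug resistant small cell line overexpressing MRP-1 efflux transporter; 100% = mean luminescence of untreated control wells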
sEH act = soluble epoxide hydrolase activators, primary screen, biochemical, human sEH; hit rate 0.04% among 91,000; purified human sEH enzymatic activity, activator screen; activation, % at 2 µM; Bifunctional epoxide hydrolase 2 (Homo sapiens), P34913; in the data active = activation above about 37%; also: values of inactives mirror those of a sister screen read the other way
sEH inh = soluble epoxide hydrolase inhibitors, primary screen, biochemical, human sEH | Bifunctional epoxide hydrolase 2 (Homo sapiens), P34913 | recombinant human sEH enzymatic activity assay | inhibition, % at 2 µM | hit rate 0.34% among 91,000 | AID 707, 2007; in the data active = inhibition above about 80%; also: values of inactives mirror those of a sister screen read the other way; many of its hits are not listed in these tables
HUVEC prolif 384 = inhibitors of HUVEC proliferation, primary screen, cell-based, 384-well | CellTiter-Glo luminescence, 72 h; hits give low values | viability, % at 10 µM (by protocol) | hit rate 1.1% among 86,000;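 active = viability at or below 30%; inactive = viability above 30%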;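 also: 100% = median luminescence of DMSO-only cell control wells on each plate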
PostGolgi ctrl = growth inhibition of yeast control strain, primary screen, counter-screen for post-Golgi transport modulator project | efflux-deficient yeast background strain, growth absorbance A615, 16 h | inhibition, % at 10 µM | hit rate 5% among 98,000; in the data active = inhibition above about 30%
An asterisk follows results filed as active; · = no result given. This is a subset; the hit share may differ from the screen's.

SMILES	S1P2 antag	S1P2 agonist	Fibroblast inh	PTPN22 act	H69AR growth 86K	sEH act	sEH inh	HUVEC prolif 384	PostGolgi ctrl
CCOC(=O)c1nc(Nc2ccc(C(=O)OC)cc2)c2ccccc2n1	2.3	-2.8	·	-3.7	·	-2.9	-0.1	·	5.8
Cn1c(=NC(=O)CCl)sc2ccccc21	11.2	-7.8	2.4*	-0.5	1.4*	3.2	-3.5	76.3	9.1
O=C1CC(C(=O)Nc2ccccc2C(=O)O)C(c2ccccc2)O1 (configuration not stated)	14.2	-0.9	109.3	-1.8	108.0	5.2	-3.2	103.1	-5.8
Cc1sc(NC(=O)C2C3CCC(O3)C2C(=O)O)c(C(=O)OC(C)C)c1-c1ccc(Cl)cc1 (configuration not stated)	-6.5	-9.0	·	-4.2	·	12.1	-12.0	·	16.9
Cc1ccc(NC(=S)NC(=O)c2ccc(-c3ccccc3)cc2)c(C)c1	2.8	-4.0	·	-2.8	·	-1.0	3.2	·	0.3
COc1ccc(S(=O)(=O)Nc2c(C)n(C)n(-c3ccccc3)c2=O)cc1	-11.3	-4.2	102.3	-7.0	90.5	8.3	-5.4	93.4	-2.6
Cc1cccc(-c2c3c(=O)n(C)c(=O)n(C)c3c3nnc4ccccc4n23)c1	-30.7	-1.0	·	3.0	·	8.9	-11.3	·	·
C/C(=N/NC(=O)c1ccc(C)s1)c1cccc(NC(=O)COc2ccc(Cl)cc2Cl)c1	-15.3	-0.1	·	0.8	·	6.7	-7.0	·	4.3
CCc1nnc(SCC(=O)Nc2ccc(N3CCOCC3)cc2)o1	-18.8	1.6	94.9	-3.5	86.1	1.1	1.1	91.3	0.0
Cc1ccc(OCC(=O)NCC(=O)n2nc(C)cc2C)cc1	8.2	-7.3	·	-3.8	·	3.0	-4.5	·	23.1
Cc1occc1C(=O)N1CCN(c2ncccn2)CC1	4.6	-3.0	96.4	-0.4	100.6	-3.3	4.6	84.5	2.9
Cc1cccc(N(CC(=O)NCC2CCCO2)C(=O)CCC(=O)Nc2cc(C)on2)c1 (configuration not stated)	·	·	106.5	·	93.8	·	·	97.4	12.4
CC(C)N1C[C@@]23C=C[C@@H](O2)C(C(=O)OCc2ccccc2)[C@H]3C1=O (some centres not stated)	-3.6	-11.3	93.4	5.1	75.0	10.6	-8.8	89.3	-3.1
O=S(=O)(c1ccc(Oc2ccc(Cl)cc2)c(S(=O)(=O)N2CCCCC2)c1)N1CCCCC1	2.9	-4.0	88.1	-12.7	78.7	0.1	-0.2	91.1	6.8
Cc1c(C(=O)c2ccc(Cl)c(Cl)c2)cnc2cc3c(cc12)OCO3	2.1	-2.2	90.2	-0.2	104.8	-2.4	4.7	90.0	·
Cc1cccnc1NC(=O)Nc1ccc(F)cc1	15.5	-13.6	98.9	0.5	93.6	-5.5	6.0	95.8	9.7
COc1ccc(NC(=O)c2oc3ccccc3c2NC(=O)C2CC2)cc1	18.4	-5.8	·	2.0	·	2.0	-1.0	·	2.3
CN(/N=C/c1c[nH]c2ccccc12)c1cnn(-c2ccc(F)c(Cl)c2)c(=O)c1Cl	-7.8	-3.7	94.6	1.6	72.0	-2.2	0.9	43.8	9.8
C=CCNC(=O)CC(=O)N/N=C/c1cccc(Br)c1	-6.3	-9.8	·	-1.1	·	5.3	-2.4	·	2.0
CCN(CC)S(=O)(=O)c1ccc(NC2c3ccccc3C(=O)N2c2ccc(C)cn2)cc1 (configuration not stated)	-4.4	-5.2	95.8	1.7	90.3	-31.7	31.1	102.8	16.5
O=C(CSC(=S)N1CCOCC1)N1N=CCC1c1ccccc1 (configuration not stated)	-8.3	1.5	102.4	3.1	97.3	-3.7	2.8	106.8	-0.6
CCSc1ccccc1C(=O)N1CCN(c2ccccc2F)CC1	3.4	-4.3	93.2	-3.6	84.3	-9.7	9.4	96.3	2.8
COc1ccc(-c2noc(CN3CCN(c4ccccc4F)CC3)n2)cc1OC	16.6	-6.8	98.3	-1.7	100.4	1.9	-4.5	98.9	18.1
COc1ccc(-c2nc(N)nc(C)c2Oc2ccccc2Br)c(O)c1	-3.6	-0.9	75.3	-4.4	23.2*	0.1	4.1	79.6	79.3*
CC(C)(Oc1ccc(Cl)cc1)C(=O)N/N=C/c1cn[nH]c1-c1ccccc1	-7.2	-5.9	·	9.0	·	3.2	-1.9	·	13.9
SMILES	S1P2 antag	S1P2 agonist	Fibroblast inh	PTPN22 act	H69AR growth 86K	sEH act	sEH inh	HUVEC prolif 384	PostGolgi ctrl
CCOc1ccc(NC(=O)c2cnccn2)cc1	-3.4	-2.2	108.6	2.8	89.9	3.8	0.1	91.0	·
Cc1cc(=O)n2[nH]c(-c3ccco3)nc2n1	-13.1	-2.6	102.3	-7.4	87.6	2.0	-4.0	97.4	8.2
CCc1cccc(NC(=O)Cn2cc3c(n2)CCCC3)c1	-1.3	-2.0	100.7	-0.5	97.2	8.3	-9.3	95.7	7.4
O=C1CSC(=O)N1CCOCCN1C(=O)CSC1=O	10.4	-2.8	98.4	7.0	86.2	3.5	-3.1	93.1	-8.2
O=C(Nc1ccc2c(c1)OCCO2)c1ccccc1F	8.2	-9.8	88.5	-7.7	102.6	1.0	-1.3	98.9	8.0
CC1(C)C2CCC1(C)C(NC(=O)CCN1CCCCC1)C2 (configuration not stated)	-18.6	-1.1	101.8	-3.1	89.2	·	·	98.3	3.7
COc1ccc(Cl)cc1NC(=O)N1CCN(S(C)(=O)=O)CC1	-0.6	-3.5	102.2	3.9	96.6	5.0	-3.8	92.3	0.9
CCOc1ccc(OCCOCCn2ccnc2)cc1	7.7	0.7	97.8	6.0	83.7	-11.7	11.8	101.7	-1.2
COc1ccc(C2CC(=O)C(C=NCCN3CCOCC3)=C(O)C2)cc1 (configuration not stated)	-33.4	-6.5	·	-8.2	·	-3.8	3.7	·	-0.4
O=C1CCc2cc(S(=O)(=O)N3CCN(c4ccccc4F)CC3)ccc2N1	3.0	-6.0	98.3	5.0	91.5	-11.3	9.2	103.2	4.0
C=CCn1c(CCCNC(=O)CCC)nc2ccccc21	-4.7	-4.7	98.6	-7.5	99.6	3.8	-3.5	88.0	·
O=C1c2oc3ccc(Cl)cc3c(=O)c2C(c2ccco2)N1CCN1CCOCC1 (configuration not stated)	12.1	-7.8	·	13.0	·	9.5	-9.8	·	13.3
CCOC(=O)c1cnc2ccc(OCC)cc2c1N1CCN(c2ccccc2)CC1	-1.2	-7.6	93.5	15.8	59.3	0.4	-0.7	92.8	54.3*
CSCCC(NC(N)=O)C(=O)N(C)CC(=O)Nc1ccc(C)cc1 (configuration not stated)	-15.9	-4.1	·	-9.5	98.5	-9.2	9.2	113.3	-0.6
O=C(c1ccc(NC(=O)C2(c3ccccc3)CCOCC2)cc1)N1CCOCC1	-7.5	-5.2	99.8	3.5	100.7	13.7	-7.9	98.9	6.1
CCN(CC(=O)Nc1ccc(N2CCOCC2)cc1)Cc1nc2ccccc2c(=O)[nH]1	17.3	-8.4	97.0	-2.0	79.4	-3.5	5.2	82.6	-16.2
CCOC(=O)CCc1c(C)nc(SCCN2CCCC2)c(C#N)c1C	-19.7	-3.8	98.9	4.6	85.1	-11.2	9.9	91.5	10.5
Cc1ccc(S(=O)(=O)N2CCOCC2)cc1NC(=O)Cn1ccsc1=N	-11.8	0.9	·	-0.3	·	-0.6	2.1	·	12.8
Cc1ccc2c(c1)[nH]c1c(=O)n(CCCN3CCOCC3)cnc12	5.9	-1.1	87.9	-0.6	93.6	5.3	-5.0	84.2	1.9
CN(C)c1ccc(CNn2cnnc2)cc1	-9.3	-8.0	95.2	9.6	84.9	-8.8	11.3	98.2	23.5
Cc1nnc(SCC(N)=O)n1CCc1ccccc1	-8.5	-0.3	107.2	5.5	87.4	7.9	-7.8	97.0	·
CCN(CC)CCNC(=O)c1ccc(CS(=O)(=O)c2ccc(Br)cc2)o1	12.4	-1.6	99.5	6.1	97.5	11.0	-11.0	105.8	5.6
C=CCN1C(=O)/C(=C\c2ccc(Cl)cc2)N=C1SCC(=O)NCCC	10.2	-1.0	·	-6.2	·	15.0	-11.5	·	4.2
CCOC(=O)C1CCN(c2nc3ccccc3nc2C(C#N)C(=O)OC(C)COC)CC1 (configuration not stated)	·	·	97.9	·	63.1	·	·	83.7	-0.8
CC(C)[C@H](NC(=O)OC(C)(C)C)C(=O)N/N=C/c1cccc2nccnc12	1.9	-7.6	95.7	-2.0	95.8	-2.0	1.4	75.8	5.3

Shown comma-delimited: part of the list above
smiles,S1P2 antag,S1P2 agonist,Fibroblast inh,PTPN22 act,H69AR growth 86K,sEH act,sEH inh,HUVEC prolif 384,PostGolgi ctrl
CC1(C)C2CCC1(C)C(NC(=O)CCN1CCCCC1)C2 (configuration not stated),-18.6,-1.1,101.8,-3.1,89.2,·,·,98.3,3.7
COc1ccc(Cl)cc1NC(=O)N1CCN(S(C)(=O)=O)CC1,-0.6,-3.5,102.2,3.9,96.6,5.0,-3.8,92.3,0.9
CCOc1ccc(OCCOCCn2ccnc2)cc1,7.7,0.7,97.8,6.0,83.7,-11.7,11.8,101.7,-1.2

Next records:
SMILES	S1P2 antag	S1P2 agonist	Fibroblast inh	PTPN22 act	H69AR growth 86K	sEH act	sEH inh	HUVEC prolif 384	PostGolgi ctrl
Cc1csc(NC(=O)CSc2nnc(-c3ccoc3C)n2Cc2ccco2)n1	10.5	-10.0	101.3	3.9	81.8	0.3	1.2	84.5	0.1
Cc1cc(=O)[nH]c(-c2ccccc2O)n1	13.2	-2.5	·	-0.2	88.1	·	·	95.7	11.6
CCCC(c1nnnn1Cc1ccco1)N1CCN(C2CCCC2)CC1 (configuration not stated)	·	·	98.8	·	93.4	·	·	103.5	4.8
COc1ccc(CCNC(=O)C2CCCN(S(=O)(=O)c3cccc4nonc34)C2)cc1OC (configuration not stated)	0.9	1.5	89.1	-11.0	92.3	-23.8	22.4	104.3	-4.0
CCN(CC)S(=O)(=O)c1ccc(-c2nnc(SCC(=O)c3ccc(OC)cc3)o2)cc1	1.1	-8.8	82.2	-4.2	89.5	-5.0	6.2	64.5	15.2
Cc1cccc(-n2ncc3c(NCc4ccc5c(c4)OCO5)ncnc32)c1	-12.3	-3.9	96.9	-0.2	81.4	-6.5	4.2	98.1	18.1
COCc1[nH]nc2c1C1(CCSCC1)C(C#N)=C(N)O2	10.7	-3.8	93.3	-5.8	64.1	-6.4	5.0	98.4	6.1
Cc1ccccc1OCC(=O)NCCN(C)C	-9.7	-2.8	99.5	5.2	98.8	1.8	-2.4	100.9	16.7
COc1ccccc1S(=O)(=O)Nc1cccc(-c2nnc3n2CCCCC3)c1	7.9	-7.5	100.6	0.1	92.8	6.5	-2.8	105.8	5.0
COc1cccc(C2=CC(c3ccc(N(C)C)cc3)n3ncnc3N2)c1 (configuration not stated)	-7.6	-1.2	90.5	2.2	94.6	·	·	86.7	8.0
CCOCC(=O)Nc1cccc(NC(C)=O)c1	-5.6	-4.3	91.6	1.7	90.0	-7.7	10.0	92.4	16.2
Cc1ccc(CC2CC(=O)N(c3ccncc3)C2=O)cc1 (configuration not stated)	12.4	-8.0	97.3	4.2	98.9	2.3	-0.6	106.5	22.1
COCCN(C(=O)CCC(=O)Nc1ccccn1)C(C(=O)NC1CCCC1)c1ccc(OC)cc1 (configuration not stated)	3.7	-5.0	107.3	4.1	52.2	-9.5	11.8	90.8	1.0
Cc1c(N=Cc2ccncc2)c(=O)n(-c2ccccc2)n1C	2.2	-1.2	122.5	-8.4	98.2	6.6	-4.8	98.7	-5.0
O=C(NCCCCO)C(F)(F)C(F)(F)C(F)(F)C(=O)NCCCCO	2.7	-12.0	89.9	-0.8	95.2	2.8	-2.9	97.0	-0.6
